Source: PubChem BioAssay
CAL PDZ FP-1 – CAL PDZ peptide-binding inhibitors, primary screen, biochemical, fluorescence polarization, Cer-tagged CAL PDZ, HTS | purified CAL PDZ, TMR-peptide fluorescence polarization, 1 h | inhibition, % at 20 µM | 330,000 tested, 0.02% active | AID 504414, 2011;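 active = highest replicate inhibition of at least 40%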;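 also: plate controls were DMSO neutral control wells for no effect and unlabeled competitor peptide control wells for full effect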
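Material: tagged CAL PDZ domain; buffer or medium: 25 mM sodium phosphate pH 7.4, 150 mM NaCl, TCEP, IgG, Thesit; compound dosing: single point, 20 µM; schedule: 1 h incubation at room temperature before polarization reading; measured by: FP readout, S and P plane fluorescence; read-out basis: percent inhibition from loss of millipolarization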
Wnt act – Wnt/beta-catenin pathway activators, primary screen, cell-based, plate reader, single point; Wnt/beta-catenin reporter cell assay, activator; activation, % at 9.35 µM; 300,000 tested, 1.2% active; AID 743398, 2014; in the data active = activation above about 30%, passing the limit was not always enough;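 also: 0% = neutral control wells and 100% = positive control wells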
phage Ecoli inh – growth loss of phage-infected E. coli, primary screen, RecBCD inhibitor project, absorbance, with phage, HTS; 360,000 tested, 0.26% active; inhibition, % at 11.9 µM; AID 651602, 2012; in the data active = inhibition above about 11%
Ecoli viability – E. coli V3065 growth inhibition, primary screen, counter-screen for AddAB inhibitor project, absorbance, OD600. 330,000 tested, 0.27% active. inhibition, % at 11.9 µM. 18 h;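 active = inhibition above the campaign's mean inhibition across all tested compounds plus 3 SD, cut at about 9.9% in these data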;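 also: uninfected addAB+ strain grown without phage in ampicillin broth; 0% = DMSO wells and 100% = ciprofloxacin 0.95 µg/ml wells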
MITF TRPM1 HTS – activators of MITF-driven TRPM1 promoter reporter, primary screen, cell-based, SK-MEL-5, luciferase, single point. SK-MEL-5 TRPM1-promoter luciferase, 24 h; % of positive control, neutral wells = 0. activation, % at 12.5 µM. 300,000 tested, 0.75% active;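 active = mean activation of at least 80% with every replicate also reaching 80%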;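 also: 0% = neutral control wells and 100% = parthenolide positive control wells; values of inactives mirror those of a sister screen read the other way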
CAL PDZ FP-2 – untagged CAL PDZ binding inhibitors, primary screen, biochemical, fluorescence polarization, HTS. Golgi-associated PDZ and coiled-coil motif-containing protein (Homo sapiens), Q9HD26. purified CAL PDZ, TMR-peptide fluorescence polarization, 1 h. inhibition, % at 24.9 µM. 300,000 tested, 0.92% active. AID 602252, 2012;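 active = mean inhibition of at least 30% with at least half of replicates also reaching 30%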;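 also: 0% = DMSO neutral control and 100% = excess unlabeled competitor peptide PRC23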
Tat export inh – E. coli Tat export inhibitors, primary screen, MC4100, TorA-mCherry reporter, fluorescence, single point; 340,000 tested, 0.036% active; AID 488895, 2010; inhibition, % at 10 µM;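 active = mean replicate inhibition at least 50% and at least half of replicates individually reaching 50%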;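 also: exported cargo escapes ClpAP degradation while cytoplasmic cargo is degraded and loses fluorescence; 0% = median of neutral control wells and 100% = median of NaSCN control wells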
AddAB inh – growth inhibition of E. coli expressing H. pylori AddAB, primary screen, AddAB inhibitor project, absorbance | inhibition, % at 11.9 µM | 330,000 tested, 0.29% active | AID 435030, 2010; in the data active = inhibition above about 12%;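 also: 0% = vehicle wells of infected cells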
SR-BI uptake up – activators of SR-BI mediated DiI-HDL uptake, primary screen, ldlA[mSR-BI] CHO cells, DiI fluorescence | 3 h; 100 = double the neutral-control signal | activation, % at 12.5 µM | 320,000 tested, 0.096% active;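 active = mean replicate activation of at least 60% and every replicate at or above 60%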;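 also: 0% = median plate neutral-control signal and 100% = twice that signal; values of inactives mirror those of a sister screen read the other way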
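System: CHO ldlA[mSR-BI] cells / Medium: HEPES-buffered (25 mM, pH 7.4) F12 plus 0.5% BSA / Probe or stimulus: labelled HDL, 10 µg/mL / Doses: single compound concentration, delivered by pin transfer / Schedule: 3 h, 37 °C / Measured by: DiI fluorescence, bottom read / Measure: cell-associated DiI fluorescence as measure of HDL uptake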
SR-BI DiI inh – inhibitors of SR-BI mediated HDL lipid uptake, primary screen, ldlA[mSR-BI] cells, fluorescence, single point; AID 488896, 2010; Scavenger receptor class B member 1 (Mus musculus), Q61009; ldlA[mSR-BI] CHO cells, DiI-HDL uptake fluorescence, 3 h; inhibition, % at 12.5 µM; 320,000 tested, 0.96% active;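 active = mean replicate inhibition of at least 70% and a set share of replicates each scoring 70 or more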;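 also: 0% = median of neutral control wells and 100% = median of positive control wells; values of inactives mirror those of a sister screen read the other way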
Target sequence (Q61009 whole entry, looked up): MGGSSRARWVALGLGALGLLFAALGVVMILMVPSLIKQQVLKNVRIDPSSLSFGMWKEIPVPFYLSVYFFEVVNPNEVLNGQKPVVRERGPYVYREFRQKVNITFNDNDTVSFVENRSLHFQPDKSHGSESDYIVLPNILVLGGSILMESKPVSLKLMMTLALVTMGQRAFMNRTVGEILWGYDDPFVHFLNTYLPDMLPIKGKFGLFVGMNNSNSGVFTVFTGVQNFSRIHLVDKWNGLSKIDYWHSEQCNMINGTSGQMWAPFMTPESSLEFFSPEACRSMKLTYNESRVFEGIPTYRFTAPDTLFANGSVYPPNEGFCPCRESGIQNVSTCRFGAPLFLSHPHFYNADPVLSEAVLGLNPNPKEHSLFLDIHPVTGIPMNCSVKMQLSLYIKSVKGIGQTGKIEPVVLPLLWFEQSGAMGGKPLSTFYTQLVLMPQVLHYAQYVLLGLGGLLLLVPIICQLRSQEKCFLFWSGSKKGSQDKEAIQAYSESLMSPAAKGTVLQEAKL
* marks the source's active call; other numbers are inactive results; . = no result given.

canonical_smiles | CAL PDZ FP-1 | Wnt act | phage Ecoli inh | Ecoli viability | MITF TRPM1 HTS | CAL PDZ FP-2 | Tat export inh | AddAB inh | SR-BI uptake up | SR-BI DiI inh
O=C(N/N=C/c1ccc(Cl)cc1Cl)c1cccc(N2CCCC2=O)c1 | -4.0 | 0 | 3.0 | 1.8 | 7 | -4 | -1 | 3.8 | -85 | 85*
CCOC(=O)N/N=C/c1cn(CCCOc2ccccc2)c2ccccc12 | 0.2 | . | 0.6 | -0.7 | 2 | 2 | 3 | 0.8 | -62 | 62
O=C(/C=C(O)/C=C/c1ccc(O)cc1)/C=C/c1ccc(O)cc1 | 0.0 | 1 | 2.2 | 3.6 | 6 | 1 | 0 | 5.0 | -22 | 22
Cc1cc2[nH]c(=O)c(=O)[nH]c2cc1S(=O)(=O)N1CCC(C)CC1 | -1.7 | -4 | 3.0 | -1.6 | -5 | 5 | 1 | 5.9 | 7 | -7
Cc1cc(C)n(-c2nc(-c3ccc(Cl)cc3)cs2)n1 | . | 0 | 0.8 | -1.0 | 36 | -3 | 7 | -3.5 | -36 | 36
Nc1cc(N2CCCC2)c(Cl)cc1[N+](=O)[O-] | -1.1 | -17 | 0.4 | -1.9 | 12 | 7 | 2 | 0.3 | -5 | 5
Cn1nc(C(=O)NCc2ccccc2CN2CCCC2)c2ccccc2c1=O | 0.5 | -1 | 3.8 | . | 6 | -2 | 5 | . | 21 | -21
C/C(=N\OC(=O)c1c(-c2c(F)cccc2Cl)noc1C)c1nccs1 | 13 | -1 | -1.1 | -1.8 | -1 | -4 | -9 | -0.3 | -12 | 12
COC(=O)c1ccc2c(=O)n(CCCCCC(=O)N3CCN(c4ccc(F)cc4)CC3)c(=O)[nH]c2c1 | -0.4 | -9 | -0.6 | -0.8 | . | . | 10 | 1.4 | -35 | 35
CCn1cc(SCC(=O)N2CCc3ccccc32)c2ccccc21 | 0.7 | 7 | 3.3 | -2.5 | -1 | -1 | -1 | -1.7 | -31 | 31
O=c1c2c(nc3cc(-c4ccc(F)cc4)[nH]n13)CCC2 | -1.4 | 27 | 3.1 | -0.8 | 87* | -4 | -8 | -0.9 | 42 | -42
COc1cc(NS(=O)(=O)c2ccc(NC(=O)c3ccc([N+](=O)[O-])cc3)cc2)ncn1 | -3.3 | -1 | 3.0 | 1.5 | -17 | -4 | -6 | 0.9 | 9 | -9
CC1(C)Cc2ccccc2-c2nnc(-c3ccc(O)cc3)n21 | 1.5 | -1 | 3.1 | 2.6 | 11 | -6 | 1 | 1.6 | 25 | -25
Cc1ccc(CN=c2c([N+](=O)[O-])nn(-c3cccc(C)c3)n2O)cc1 | -0.9 | 12 | 3.5 | 2.8 | 4 | 3 | 17 | 2.2 | . | .
COc1ccc(Oc2nnc(-c3ccccc3)cc2C#N)cc1 | -0.4 | . | 2.5 | -3.6 | -7 | -3 | 7 | 1.1 | -25 | 25
Cc1cccc(NC(=O)Cc2c(F)cccc2Cl)n1 | -2.1 | 14 | -4.2 | 3.1 | . | -3 | -5 | 2.7 | 6 | -6
Cc1ccc(S(=O)(=O)Nc2cc(NC(=O)CN3CCOCC3)ccc2Cl)cc1 | -1.0 | -5 | 3.1 | 0.7 | 9 | -2 | -11 | 2.3 | 8 | -8
O=C(Nc1nc(-c2ccccn2)cs1)c1ccccc1-n1cnnn1 | -3.7 | -1 | -6.8 | -7.5 | -64 | -3 | -3 | -3.1 | . | .
O=C(NCC(=O)N(c1ccccc1)C(C(=O)NC1CCCC1)c1cccnc1)c1ccco1 (stereo not drawn) | . | 1 | 0.6 | 0.0 | -1 | 19 | -5 | 3.7 | 4 | -4
Cc1ccc(-n2ncc3c(=O)[nH]c(SCC(=O)N4CC(=O)Nc5ccccc54)nc32)cc1 | 0.2 | -3 | 0.5 | -1.9 | -4 | -1 | 2 | -0.3 | -6 | 6
Cc1cnc(C(=O)OC(C)C(=O)Nc2ccc3c(c2)OCCO3)cn1 (stereo not drawn) | 0.6 | 2 | -0.2 | 1.5 | -1 | . | 1 | 3.0 | -1 | 1
Cc1ccc(N(Cc2ccccc2F)S(C)(=O)=O)c(C)c1 | -0.4 | 1 | 1.9 | -1.6 | 4 | . | 4 | 2.4 | 0 | 0
O=C(NC1CCCC1)C(c1ccccn1)N(C(=O)c1csnn1)C1CCCCC1 (stereo not drawn) | -0.1 | -5 | -0.3 | -1.1 | -3 | 3 | -9 | 1.8 | 20 | -20
O=C(CSc1ccc(-c2ccc(Br)cc2)nn1)NCC1CCCO1 (stereo not drawn) | -0.9 | 4 | 2.8 | 0.7 | 5 | 4 | -9 | 0.8 | 0 | 0
Cc1ccccc1OCC(=O)Nc1ccc(N2CCOCC2)cc1N1CCOCC1 | -0.6 | -6 | 2.2 | -4.2 | -7 | 19 | 2 | -4.0 | -19 | 19
CC(NC(=O)COc1ccccc1)C(=O)NCc1ccc(S(N)(=O)=O)cc1 (stereo not drawn) | 0.1 | -3 | 2.4 | -0.3 | -7 | -3 | -7 | -0.7 | -5 | 5
COc1cc(CCC(C)=O)ccc1OC(=O)c1c(F)cccc1Cl | 0.3 | 5 | 1.0 | -2.0 | 32 | -2 | -3 | -0.9 | -6 | 6
Cc1cccc(C(=O)NC(=S)Nc2ccc(N3CCOCC3)cc2)c1 | -0.5 | 2 | 3.9 | 1.6 | -3 | -1 | -3 | 2.8 | 3 | -3
COC(=O)c1ccccc1NC(=O)CSc1ccc(C)cc1 | . | 9 | 0.8 | -3.1 | . | -10 | 10 | -3.2 | 13 | -13
O=C(CC1SC(=Nc2ccc3c(c2)OCCO3)NC1=O)Nc1ccc(F)cc1F (stereo not drawn) | 0.6 | 5 | -1.1 | -0.6 | -2 | 7 | 0 | 0.9 | . | .

Going on with the list.
structure	CAL PDZ FP-1	Wnt act	phage Ecoli inh	Ecoli viability	MITF TRPM1 HTS	CAL PDZ FP-2	Tat export inh	AddAB inh	SR-BI uptake up	SR-BI DiI inh
Cc1ccc2nc(SCC(=O)N3CC(C)OC(C)C3)nc(=O)n2c1 (stereo not drawn)	-1.7	1	3.3	0.3	18	-1	-2	2.1	27	-27
Cc1ccc[n+](CC(=O)N2CCCCC2)c1C	-0.1	7	-1.1	-1.4	-11	-5	0	-0.7	-9	9
C=CCn1c(=O)c(C(=O)NCc2ccc(Cl)cc2)c(O)c2ccccc21	-1.4	-3	2.4	.	3	-2	3	.	-5	5
Cc1ccc(S(=O)(=O)N2CCCC2)cc1C(=O)O	-1.3	1	1.6	-2.2	.	-2	-5	1.5	20	-20
CN1C(=O)C2(c3ccccc31)N(C)CC(c1ccccn1)C21SC(=S)N(Cc2ccco2)C1=O (stereo not drawn)	-2.0	-4	1.5	0.1	-10	-1	6	0.5	12	-12
Cc1ccc(-c2nn3c(C)nnc3s2)cc1N	0.5	.	-0.4	-1.3	5	.	1	-0.2	-4	4
CCOC(=O)Cc1csc(NC(=O)/C=C/c2ccc(Br)o2)n1	-3.4	6	1.2	2.4	22	-3	-6	2.5	-55	55
C=CCC[C@H](Cc1ccc(F)cc1)C(=O)OC[C@@H](Cc1c[nH]c2ccccc12)NC(=O)[C@@H](CC=C)CC(=O)NCCO	0.1	-2	2.2	-0.9	-2	1	29	3.2	-66	66
Cc1ccc(NC(=O)C2C3/C=C\CCCCC32)cc1C (stereo not drawn)	-2.4	-5	2.0	2.4	69	-4	-13	0.8	-7	7
Cc1ccc(C)c(OCC(=O)N/N=C\c2cccn2C)c1	.	-1	5.9	-3.1	7	-7	0	1.5	-10	10
CC(C)(c1ccccc1)c1ccc(OCCN2CCOCC2)cc1	1.0	-3	0.9	-0.5	-4	-5	-3	-1.0	-13	13
CCSc1nnc(NC(=O)Cc2cc(OC)c(OC)c(OC)c2)s1	-1.3	-1	-1.4	2.1	-4	-6	5	2.3	29	-29
COc1ccc(/C=C2\SC(=S)N(CCC(=O)Nc3ccccn3)C2=O)cc1OC	-0.8	-1	-2.0	-1.3	1	0	-2	2.5	5	-5
Cc1cc(C(=O)CN2C(=O)C(=O)N(Cc3ccco3)C2=O)c(C)n1CCc1ccccc1	-0.7	-7	0.7	-2.1	-3	-4	2	-0.7	-26	26
C=CCNC(=O)Cn1nnc(-c2ccc(-c3ccc(OC)cc3)cc2)n1	0.5	4	0.7	-0.9	.	-6	-12	0.1	-3	3
CCc1cc(C(N)=O)c(NC(=O)c2ccc(OC)cc2)s1	-1.0	-2	4.5	0.7	51	-3	-1	4.0	-43	43

Marked active in MITF TRPM1 HTS (from the list above):
compound	CAL PDZ FP-1	Wnt act	phage Ecoli inh	MITF TRPM1 HTS	CAL PDZ FP-2	Tat export inh	SR-BI uptake up	SR-BI DiI inh
O=c1c2c(nc3cc(-c4ccc(F)cc4)[nH]n13)CCC2	-1.4	27	3.1	87*	-4	-8	42	-42

The list continues.
structure	CAL PDZ FP-1	Wnt act	phage Ecoli inh	Ecoli viability	MITF TRPM1 HTS	CAL PDZ FP-2	Tat export inh	AddAB inh	SR-BI uptake up	SR-BI DiI inh
O=C(Cc1cccs1)Nc1nc(-c2cccnc2)cs1	-0.3	-2	0.8	-0.9	2	3	1	4.4	.	.
COc1ccc(C(=O)NCCNc2ccccc2[N+](=O)[O-])cc1	-0.1	-3	0.1	1.0	66	-3	-4	-1.0	-19	19
CCOc1ccccc1NC(=O)CNS(=O)(=O)c1ccc2nc(C)sc2c1	0.1	0	3.6	1.0	1	.	6	-2.0	23	-23
CC(=O)NC(CC(=O)N(Cc1ccccc1)c1cccc(C)c1)c1ccccc1 (stereo not drawn)	-5.3	0	-0.2	0.0	10	-2	7	-1.3	1	-1

Whole records from above.
CCOC(=O)N/N=C/c1cn(CCCOc2ccccc2)c2ccccc12 is entered as CAL PDZ FP-1: 0.2; Wnt act: .; phage Ecoli inh: 0.6; Ecoli viability: -0.7; MITF TRPM1 HTS: 2; CAL PDZ FP-2: 2; Tat export inh: 3; AddAB inh: 0.8; SR-BI uptake up: -62; SR-BI DiI inh: 62
O=c1c2c(nc3cc(-c4ccc(F)cc4)[nH]n13)CCC2 is entered as CAL PDZ FP-1: -1.4; Wnt act: 27; phage Ecoli inh: 3.1; Ecoli viability: -0.8; MITF TRPM1 HTS: 87*; CAL PDZ FP-2: -4; Tat export inh: -8; AddAB inh: -0.9; SR-BI uptake up: 42; SR-BI DiI inh: -42

A few values from the results shown:
COc1ccc(C(=O)NCCNc2ccccc2[N+](=O)[O-])cc1 @ SR-BI DiI inh = 19
CC(=O)NC(CC(=O)N(Cc1ccccc1)c1cccc(C)c1)c1ccccc1 (stereo not drawn) @ Wnt act = 0
